# Casp6 inh: caspase-6 (human) enzyme inhibition | P55212 | purified caspase-6, Z-VEID-R110 cleavage fluorescence | inhibition, % at 12.5 µM | 0.53% of 350,000 active;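 active means mean inhibition across replicates at least about 35%, with every replicate also reaching that limit, limit read from the data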;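 further: 0% = median of neutral control wells and 100% = no fluorescence left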
# Target sequence (P55212 24-179 limits assumed): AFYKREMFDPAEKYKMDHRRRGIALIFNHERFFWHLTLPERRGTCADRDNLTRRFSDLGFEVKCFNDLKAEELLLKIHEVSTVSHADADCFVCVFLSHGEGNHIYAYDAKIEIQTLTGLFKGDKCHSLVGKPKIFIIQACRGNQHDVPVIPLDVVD
# Target sequence (P55212 194-293 limits assumed): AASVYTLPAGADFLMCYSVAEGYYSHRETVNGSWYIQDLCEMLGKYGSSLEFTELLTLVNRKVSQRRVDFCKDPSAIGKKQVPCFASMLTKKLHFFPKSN
# EWS-Fli inh: inhibitors of EWS/Fli oncoprotein transcriptional activity | A673 NR0B1-luciferase reporter, viability-normalised | inhibition, % at 12.6 µM | 0.67% of 350,000 active | AID 651661;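 active means mean inhibition of at least 50% after viability correction, with every replicate also passing that limit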;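 further: firefly luciferase signal divided by Alamar Blue viability fluorescence both relative to DMSO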
# PGC1a acetyl inh: modulators of PGC1a acetylation; U2OS PGC1a acetylation, AlphaScreen anti-acetyl-lysine; with virally co-expressed GCN5 acetyltransferase; inhibition, % at 15.6 µM; 0.17% of 350,000 active; AID 651687;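 active means every replicate shows inhibition of at least 40%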;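 further: 0% = neutral control wells and 100% = positive control wells; some results beyond the cut were filed as inactive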
# PAX8 inh HTS: lowers PAX8-driven luciferase in RMG-I cells; inhibition, % at 12.6 µM; 1.2% of 360,000 active; RMG-I TPO-luciferase reporter, SteadyGlo, 24 h;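 active means mean replicate inhibition at least 60% with every replicate also reaching 60%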;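 further: luciferase light reporting Pax8 driven TPO promoter activity; plate controls were median of neutral control wells for no effect and mitoxantrone controls for full effect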
# miR122 inh: inhibitors of miR-122 in Huh7 cells. 0.3% of 340,000 active. Huh7 miR-122 Renilla luciferase sensor, 48 h; neutral wells = 0, positive control = 100. activation (reporter increase), % at 12.5 µM;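 active means mean replicate activation score at least 90 and every replicate individually at or above 90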;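 further: higher luciferase means less miR-122 activity so hits act as miR-122 inhibitors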
# FN deposit inh: fibronectin deposition inhibition. AH1F fibroblasts, Alexa488-fibronectin deposition fluorescence, overnight. inhibition, % at 12.6 µM. 0.086% of 350,000 active;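 active means mean inhibition across replicates of 30% or more, regardless of how many single replicates reach that level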;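 further: positive control wells lacked labelled fibronectin entirely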
#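 Assay system: AH1F fibroblast monolayer, labelled fibronectin deposition. Amount: 10000 cells per well. Also added: labelled fibronectin 24 nM. Compound: single-point pinned compound. Incubation: cell attachment 1 h, compound and FN exposure overnight. Detection: fluorescence after three HBSS washes, excitation 485 nm, emission 525 nm. Read-out: inhibition of fibronectin deposition signal.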
# LGR2 inh: Drosophila LGR2 receptor signaling inhibition | AID 720647 | 0.35% of 380,000 active | HEK293 LGR2, CRE-luciferase, bursicon-stimulated, 4 h | inhibition, % at 9.99 µM;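 active means drop in luminescence signal, shown as inhibition above about 50% in the replicate tests, limit read from the data, passing the limit was not always enough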;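 further: agonist challenge used bursicon conditioned medium at about half maximal strength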
# Cneo AK release: causes C. neoformans cell lysis. AID 651654. adenylate kinase release luminescence, 4 h; normalised: neutral wells 0, clomiphene wells 100. 0.2% of 360,000 active. lysis activity, % at 15 µM;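 active means mean lysis activity across replicates of at least 80%, whatever share of replicates individually reach that level; inactive means mean lysis activity below 80%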
#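 Test system: log-phase Cryptococcus neoformans yeast cells. Input: 5 × 10^6 yeast cells/mL. Medium: fresh YPD growth medium. Doses: single dose. Incubation: static 4 h at 37 °C with compound, 1 h detection. Measured by: luminescent adenylate kinase detection reagent. Read-out: signal increase indicating cell lysis. Benchmarks: Clomiphene.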
# Active calls of the source: *; x = no result given; [ ] = another dose, or the depositor's remark.
SMILES,Casp6 inh,EWS-Fli inh,PGC1a acetyl inh,PAX8 inh HTS,miR122 inh,FN deposit inh,LGR2 inh,Cneo AK release
O=C(N/C(=C/c1ccc(Cl)cc1)C(=O)N1CCCC1)c1ccccc1,2,-3,-16,28,30,0,-2,0
CCN1CC(CN(C)Cc2nc(COc3ccccc3)no2)CC1=O (centres undefined),-2,0,-1,12,1,2,-10,2
CS(=O)(=O)N1CCN(c2ccccc2NC(=O)c2ccc(-c3ccc(Cl)cc3Cl)o2)CC1,x,x,-3,x,-4,x,-14,-1
CCOCCCn1c(SCC(=O)NCc2ccc3c(c2)OCO3)nc2ccccc2c1=O,-3,1,-1,17,-1,x,7,x
Cc1cccc(C(=O)NC2CCN(C(=O)NCc3ccccc3)CC2)c1,3,1,-9,-8,-6,-1,4,-1
CN1CCN(C(=O)C23CC4CC(C2)CC(c2ccccc2)(C4)C3)CC1,-10,-1,-4,-2,0,-6,-5,11
CCC(=O)n1nc(-c2ccc(Cl)cc2)nc1N,-4,-8,x,-29,x,1,-12,x
CCn1nc(C(=O)N2CCN(Cc3ccc4c(c3)OCO4)CC2)c2ccccc2c1=O,x,x,11,x,-4,0,x,-2
COC(=O)c1ccc(C(=O)N(CCN(C)C)c2nc3c(Cl)cccc3s2)cc1,-4,-7,x,-3,x,2,17,x
CN1C(=O)/C(=C/c2coc3ccc(O)cc3c2=O)SC1=S,-2,3,1,-6,-5,-4,-4,-2
CCCCn1c(=S)[nH]c2ncccc2c1=O,x,x,-6,x,3,2,x,-1
Cc1[nH]c2ccccc2c1/C=N/NC(=S)NC(C)C,-7,24,5,17,x,-1,-1,x
CCOC(=O)[C@@H]1[C@H]2COc3ccccc3[C@@H]2N2C(=O)N(c3ccc(C)cc3)C(=O)[C@@]12C,-1,-10,-7,-7,6,4,-5,4
CCOC(=O)c1c(CN2CCN(CCO)CC2)n(-c2ccccc2)c2cc(Br)c(O)cc12,-5,-6,x,-2,x,12,9,x
CN(C)c1ccc2c(c1)[C@@H]1C[C@H](CC(=O)NCc3ccc(Cl)cc3)O[C@H](CO)[C@@H]1O2,-4,-1,-10,-1,-7[16.7 µM],-9,-2,0
Cc1ccc(S(=O)(=O)c2c[nH]c3ccc(C)cc3c2=O)cc1,1,-16,-8,1,11,-4,3,-1
CC12CCC(=O)C=C1CCC1C2C(O)CC2(C)C1CCC2(O)C(=O)COC(=O)COCC(=O)O (centres undefined),2,6,4,-6,6,x,x,x
Cc1ccc(C2=NN=C(NC(=O)C(F)(F)F)SC2)cc1,3,-26,-10,-63,0,-1,-71,8
O=C(NCC(=O)N1CCN(c2ccccc2O)CC1)c1ccco1,4,x,10,20,-11,x,-3,-8
Cc1ccc(C)c(N(CC(=O)NC2CCCC2)C(=O)c2csnn2)c1,-4,1,x,3,3,5,-7,0
Cc1cc(C(=O)Nc2ccc3ccccc3c2)oc1C,1,-139,-7,-141,2,14,-74,-4
CCC(=O)N(C)C[C@H]1Oc2ncc(-c3ccc(C#N)cc3)cc2C(=O)N([C@H](C)CO)C[C@H]1C,-1,-17,-8,x,-7[16.7 µM],2,-29,-2
COc1cc(C2c3[nH]c4ccccc4c3CCN2Cc2cn(C)nc2C)ccc1F (centres undefined),1,11,x,22,x,8,x,x
Cc1cc(Br)cn2c(Cc3ccccc3C(F)(F)F)c(-c3ccc(F)cc3)nc12,12,-2,x,8,x,-14,7,x
COc1ccc(CNC(=O)CSc2nc3cccnc3s2)cc1,0,-14,0,-24,-5,-4,x,-2
CO[C@@H]1CN(C)C(=O)c2ccc(NC(=O)c3ccccc3)cc2OC[C@@H](C)N(C(=O)CN(C)C)C[C@@H]1C,-2,5,-10,x,x,-49,2,x
C[C@@H]1CN([C@H](C)CO)S(=O)(=O)c2ccc(C#CCN(C)C)cc2O[C@@H]1CN(C)Cc1ccccn1,-2,8,-6,x,13[16.7 µM],-8,-11,1
CC(=O)C1C(=O)CC(C)(O)C(C(C)=O)C1c1ccccc1 (centres undefined),2,-6,-17,-17,-5,-2,15,2
COC(=O)Nc1ccc(=O)n(Cc2c(Cl)cccc2Cl)c1,x,x,7,19,-15,-2,x,5
CCOC(=O)C1(Cc2ccc(Cl)cc2)CCN(C(=O)C2=NNC(=O)CC2)CC1,-1,-4,-12,9,0,2,14,-5
CCC(=O)NC(c1ccco1)c1cc(Cl)c2ccccc2c1O (centres undefined),9,-1,-2,26,3,3,0,2
COc1ccc(NC(=O)/C=C/c2c(Cl)nc3ccccn23)cc1,2,-18,x,-8,x,-11,13,x
C[C@H](CO)N1C[C@H](C)[C@H](CN(C)S(=O)(=O)c2ccc(Cl)cc2)Oc2ccc(NS(=O)(=O)c3ccccc3)cc2CC1=O,x,8,3,-25,2[16.7 µM],x,15,-2
COc1cc(OC)c(C(=O)OCC(=O)NCC2CCCCC2)cc1OC,4,-6,8,20,-1,-3,1,0
Cc1cc(C(F)F)n2nc(C(=O)Nc3cccc(S(=O)(=O)N4CCOCC4)c3)nc2n1,7,6,-4,-1,3,2,10,1
O=C(C[C@H]1C[C@H]2c3cc(NC(=O)C4CCOCC4)ccc3O[C@H]2[C@H](CO)O1)NCc1ccccc1F,-2,4,15,-2,-2[16.7 µM],3,-3,0
COc1ccc(C(=O)OCCc2sc[n+](CC(=O)c3ccccc3)c2C)cc1,-11,-9,x,-42,0,-5,10,0
C[C@@H]1CN([C@H](C)CO)C(=O)c2cccc(NS(=O)(=O)c3ccc(F)cc3)c2O[C@@H]1CN(C)Cc1ccc(Cl)c(Cl)c1,-1,5,-21,x,6[16.7 µM],-15,17,14
CN1C(=O)[C@H]2[C@@H](C3CC3)N3C(=O)CN(Cc4ccccn4)C(=O)[C@@]3(Cc3ccccc3)[C@H]2C1=O,-2,-4,11,-12,3,-5,2,3
O=C(N/N=C/c1ccc([N+](=O)[O-])cc1)c1cc(C2CC2)nc2ccccc12,-1,22,5,31,10,1,-1,0
OCCNc1nc(Nc2ccc(Br)cc2)nc2ccccc12,12,2,x,-13,x,7,48,x
C[C@@H]1CN([C@@H](C)CO)C(=O)c2cc(NC(=O)Nc3cccc4ccccc34)ccc2O[C@@H](C)CCCCO[C@H]1CN(C)Cc1ccc(Cl)c(Cl)c1,0,3,-8,18,18[16.7 µM],x,33,0
COc1ccc(CC2C(=O)OC(C)(C)OC2=O)c(Cl)c1OC,4,10,-6,-25,2,4,10,4
Cc1cc(C)nc(NC2=NCC(=O)N2c2ccccc2)n1,x,x,5,-6,5,0,x,-1
Cc1ccc(S(=O)(=O)Nc2cccc3c2O[C@@H](CN(C)S(=O)(=O)c2ccc(Cl)cc2)[C@H](C)CN([C@H](C)CO)C3=O)cc1,0,-17,4,-9,x,x,9,x
